p53 reactivation: qHTS assay for re-activators of p53 using a Luc reporter; H1299 p53-A138V BP100-luciferase reporter, luminescence, 24 h; Potency, µM (series often up to 92.2 µM), for the others: at the top dose activity change, positive = activation, usual class: activators; 0.063% of 320,000 active; AID 504706, 2011; also: potency is read from the fitted curve at half-maximal effect; % of control where 0% means no effect; nearly all actives have a fitted effect of over 45% in size
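p53-null H1299 cells stably carrying temperature-sensitive p53-A138V and a BP100-luciferase reporter were pinned with compounds (4-point, 1:5 series) and held 24 hrs at 37 deg C. Luminescence was read 10 min after detection reagent.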
ELG1 genotox: qHTS screen for small molecules that induce genotoxicity in human embryonic kidney (HEK293T) cells expressing luciferase-tagged ELG1 | HEK293T ELG1-luciferase reporter, luminescence, 16 h | Potency, µM (highest dose often 46 µM), for inactives: at the highest dose activity change, positive = activation, most hits filed as activators | 1.3% of 330,000 active | AID 504466, 2011; also: potency is read from the fitted curve at half-maximal effect; % of control where 0% means no effect; nearly all actives have a fitted effect of over 60% in size
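DMSO vehicle served as control against compound-treated ELG1-luciferase HEK293T cells; exposure lasted 16 hr at 37 °C and 5% CO2, followed by ONE-Glo luminescence detection after 30 min.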
TRPV1 ag: HTS Assay for Compounds that Act as Agonists of the Vanilloid Receptor 1; Transient receptor potential cation channel subfamily V member 1 (Homo sapiens), Q8NER1; TRPV1-expressing cells, Fluo-8 calcium influx, agonist mode; activation, % at 8.33 µM; 0.19% of 320,000 active; AID 540275, 2011; in the data active = activation above about 80%; inconclusive = between about 30% and that limit; also: 0% is about no effect
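TRPV1-expressing cells were cultured overnight at 35.5C and loaded with Fluo-8 calcium dye for 40 to 90 min at room temperature. After a 10 s baseline, compound was added and calcium influx was read kinetically for 3 min (ex 480/em 520 nm).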
VP16 counter: VP16 counterscreen qHTS for inhibitors of ROR gamma transcriptional activity. Drosophila S2 Gal4-VP16 UAS-luciferase, luminescence, 20 h. Potency, µM (top dose mostly 53.6 µM), inactives show top-dose activity, negative = inhibition, most hits filed as inhibitors. AID 2546, 2010. 3.5% of 310,000 active;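 also: Gal4-VP16 expression switched on by copper sulfate through the metallothionein promoter; potency is read from the fitted curve at half-maximal effect; % is scaled to controls: 0 for no effect and ±100 for the full control effect; nearly all actives have a fitted effect of over 50% in size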
BRCA1 expr up: qHTS Assay to Identify Small Molecule Activators of BRCA1 Expression. MCF7-BRCA1-FFLuc reporter, luminescence, 48 h; response scale: scaled: vehicle 0%, 10 µM genistein 100%. Potency, µM (titrated, usually from 46.1 µM), inactives show at the top dose activation, most hits filed as activators. 1.1% of 380,000 active. AID 624202, 2012; also: potency is read from the fitted curve at half-maximal effect; nearly all actives have a fitted effect of over 80% in size; some results filed as inactive show a strong effect at the top dose
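MCF7-BRCA1-FFLuc cells, 2000/well in phenol-red-free MEM, attached 2 h then treated 48 h at 37 C. Luciferase luminescence read 15 min after reagent; normalized to genistein maximum activation (10microM) and DMSO, concentration-response fitted.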
Rab9 promoter act: qHTS Assay for Rab9 Promoter Activators | Huh7 Rab9 promoter-luciferase reporter, luminescence, 24 h | Potency, µM (highest dose often 9.22 µM), for inactives: at the highest dose activation, negative = inhibition, hits mostly activators | 2.8% of 320,000 active | AID 485297, 2010; also: potency is read from the fitted curve at half-maximal effect; % of control where 0% means no effect; nearly all actives have a fitted effect of over 60% in size
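Measured in stably transfected Huh7 cells bearing a Rab9 promoter–luciferase construct: 24 h compound treatment at 37 °C, followed by luminescence detection.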
RORg inh: qHTS for inhibitors of ROR gamma transcriptional activity. Nuclear receptor ROR-gamma (Mus musculus), P51450. Drosophila S2 Gal4-RORgamma UAS-luciferase reporter, 20 h. Potency, µM (highest dose often 53.6 µM), inactives show top-dose activity change, negative = inhibition, usual class: inhibitors. 5.4% of 310,000 active. AID 2551, 2010; also: potency is read from the fitted curve at half-maximal effect; % is scaled to controls: 0 for no effect and ±100 for the full control effect; nearly all actives have a fitted effect of over 60% in size
Target sequence (P51450 whole entry, looked up, the tested form may be a part): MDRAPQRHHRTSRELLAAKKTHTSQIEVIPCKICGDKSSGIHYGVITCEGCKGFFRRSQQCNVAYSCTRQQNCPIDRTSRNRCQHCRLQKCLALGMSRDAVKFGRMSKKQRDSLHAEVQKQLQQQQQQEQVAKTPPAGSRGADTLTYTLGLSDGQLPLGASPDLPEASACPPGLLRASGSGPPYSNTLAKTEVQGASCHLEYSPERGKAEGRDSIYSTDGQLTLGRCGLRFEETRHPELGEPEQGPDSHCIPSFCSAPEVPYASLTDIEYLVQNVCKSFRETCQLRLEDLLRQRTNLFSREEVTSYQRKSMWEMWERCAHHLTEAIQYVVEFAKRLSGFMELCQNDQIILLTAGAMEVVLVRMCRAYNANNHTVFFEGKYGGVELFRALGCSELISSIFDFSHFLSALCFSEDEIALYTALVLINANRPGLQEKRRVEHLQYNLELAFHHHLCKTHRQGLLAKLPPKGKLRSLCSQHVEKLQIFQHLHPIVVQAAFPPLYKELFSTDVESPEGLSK
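In this cell-based reporter format, copper sulfate (700 uM final) drives Gal4–ROR gamma fusion expression from a metallothionein promoter in Drosophila Schneider cells; compounds preincubated 1 hr, reporter read after 20 hr at ambient temperature.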
NPC1 prom act: qHTS Assay for NPC1 Promoter Activators; Huh7 NPC1 promoter luciferase reporter, 24 h; Potency, µM (highest dose often 9.22 µM), for the others: at the highest dose activation, usual class: activators; 2.4% of 320,000 active; AID 485313, 2010;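 also: potency is read from the fitted curve at half-maximal effect; % of control where 0% means no effect; nearly all actives have a fitted effect of over 60% in size; reporter is driven by a mutant NPC1 promoter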
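Cells: Huh7 expressing luciferase under the NPC1 promoter, 1500/well. Seeded 2 h, compound added, incubated 24 h at 37 °C. Luciferase reagent, 10 min ambient, then luminescence.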
FLuc counter: qHTS profiling assay for firefly luciferase inhibitor/activator using purifed enzyme and Km concentrations of substrates (counterscreen for miR-21 project) | Potency, µM (doses to about 57.5 µM), without a hit: at the highest dose activity change, negative = inhibition, hits mostly inhibitors | 6.9% of 360,000 active | AID 588342, 2011 | Luciferin 4-monooxygenase (Photinus pyralis), P08659 | purified FLuc, Km substrates, luminescence inhibition;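 also: potency is read from the fitted curve at half-maximal effect; plate controls were vehicle for no effect and reference inhibitor for full effect; nearly all actives have a fitted effect of over 55% in size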
Target sequence (P08659 whole entry, looked up): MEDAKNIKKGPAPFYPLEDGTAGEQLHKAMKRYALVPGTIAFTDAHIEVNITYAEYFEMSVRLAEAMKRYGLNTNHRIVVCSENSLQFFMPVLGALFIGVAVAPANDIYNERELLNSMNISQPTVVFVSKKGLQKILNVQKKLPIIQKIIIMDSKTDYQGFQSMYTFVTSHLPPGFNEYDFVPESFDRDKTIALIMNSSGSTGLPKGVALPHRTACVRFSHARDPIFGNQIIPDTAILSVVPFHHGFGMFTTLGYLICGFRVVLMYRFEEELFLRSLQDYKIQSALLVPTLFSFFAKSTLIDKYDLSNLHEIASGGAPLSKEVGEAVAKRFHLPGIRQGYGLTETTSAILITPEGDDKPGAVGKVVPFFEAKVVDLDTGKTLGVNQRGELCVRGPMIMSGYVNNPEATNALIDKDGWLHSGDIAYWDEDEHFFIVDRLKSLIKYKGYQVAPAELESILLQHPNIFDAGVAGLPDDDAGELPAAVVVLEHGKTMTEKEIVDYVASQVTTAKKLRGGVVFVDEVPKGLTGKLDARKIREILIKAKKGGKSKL
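Biochemical qHTS of compounds, final roughly 60 µM downward over six points, against 10 nM purified firefly luciferase using Km concentrations of substrates (10 uM D-luciferin, 10 uM ATP) in Tris acetate pH 7.5 buffer; luminescence output.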
Tb PFK inh: qHTS Assay to Find Inhibitors of T. brucei phosphofructokinase; ATP-dependent 6-phosphofructokinase (Trypanosoma brucei brucei), O15648; T. brucei PFK, ADP-Glo luminescence; Potency, µM (titrated, usually from 57.5 µM), for inactives: at the top dose activity, negative = inhibition, most hits filed as inhibitors; 0.17% of 330,000 active; AID 485367, 2010;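 also: potency is read from the fitted curve at half-maximal effect; 0% = uninhibited 1x PFK enzyme wells and -100% = no-enzyme wells; nearly all actives have a fitted effect of over 60% in size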
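Activity is normalized to no-enzyme wells (full inhibition) and 1.25 nM enzyme wells (no inhibition). Reaction: 0.5 mM F6P, 0.1 mM ATP, 45 min RT, ADP-Glo luminescence; concentration-response curves fitted and classed by quality.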
ELG1 DNA repair: qHTS screen for small molecules that inhibit ELG1-dependent DNA repair in human embryonic kidney (HEK293T) cells expressing luciferase-tagged ELG1; HEK293T ELG1-luciferase reporter, luminescence, 16 h; DNA damage induced by 5-fluorouridine; Potency, µM (highest dose often 46.1 µM), without a hit: at the top dose activity change, negative = inhibition, hits mostly inhibitors; 2.3% of 330,000 active; also: potency is read from the fitted curve at half-maximal effect; % is scaled to controls: 0 for no effect and ±100 for the full control effect; nearly all actives have a fitted effect of over 55% in size
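HEK293T cells expressing luciferase-tagged ELG1 (2,000/well) received 5-Fluorouridine plus compound or DMSO for 16 hr at 37 °C. Luciferase was read by ONE-Glo luminescence after 30 min at room temperature.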
The depositor's hits bear a star; ? = inconclusive; / = no result given; & = joins results of further samples; [ ] = remark or other dose. Unless noted, calls follow the shape of the dose curve; as a rule, active = well fitted curve in the direction sought with a large enough effect; inconclusive = small, poorly fitted or top-dose-only effect, or another doubt; inactive = no such curve, though single readings can be large; an effect the other way counts as inactive or inconclusive.

SMILES | p53 reactivation | ELG1 genotox | TRPV1 ag | VP16 counter | BRCA1 expr up | Rab9 promoter act | RORg inh | NPC1 prom act | FLuc counter | Tb PFK inh | ELG1 DNA repair
Cc1ccc(N(CC(=O)NC(C)(C)C)C(=O)CNC(=O)c2cccs2)c(C)c1 | -2% | -4% | 2 | 4% | -3% | -2% | 0% | -3% | -2% | 0% | 7%
COc1ccc(OCC(=O)Nn2c(-c3ccc(OC)cc3)nc3ccccc3c2=O)cc1 | -6% | 0% | -5 | 10µM* | -22% | -6% | ? | 4% | 1% | 0% | 3%
CN(C)Cc1c(O)ccc2c3c(c(=O)oc12)CCCCC3 | 1% | -1% | -5 | 0% | -19% | 3% | 9% | -4% | 3% | 1% | -2%
CCC(=O)Nc1ccc(C(=O)Cn2nc(C(=O)O)c3ccccc3c2=O)cc1 | -7% | 1% | -3 | 9% | / | -2% | -13% | -3% | -14% | -6% | -9%
CCN(CC)c1nc(-c2ccccn2)nc(-c2ccccc2)c1C#N | -2% | -12% | ? | 5µM* | -72% | -12% | 1µM* | -26% | ? | 0% | 12µM*
O=C(Cn1cnc2ccccc2c1=O)N1CCN(Cc2ccccc2)CC1 | -11% | 0% | 1 | -7% | -20% | -1% | 10% | -4% | -2% | -5% | -3%
CN(CCc1ccccc1)C(=O)c1cc(COc2cccc(C(F)(F)F)c2)on1 | 8% | 1% | 28 | ? | 19% | 0% | 1% | 11% | -17% | -5% | 15%
CCC(c1nnnn1CCOC)N1CCN(C(=O)c2ccco2)CC1 (centres undefined) | -10% | 3% | -1 | 3% | -5% | 9% | 5% | 0% | -2% | 2% | 1%
O=C(Nc1cccc(-n2cnnn2)c1)c1cc(Cl)nc(Cl)c1 | -5% | -2% | ? | -14% | 3% | 1% | 16% | 1% | 0% | -2% | 1%
Cc1ccc(OCCn2c3ccccc3n3nc(C)c(=O)nc23)cc1 | 7% | -3% | 5 | 0% | -1% | -4% | 1% | -4% | 7% | -2% | -13%
CCOC(=O)C1(CC2CCCCO2)CCN(Cc2nc3ccccc3[nH]2)CC1 (centres undefined) | 0% | 0% | 4 | 7% | -17% | -2% | 0% | -6% | 0% | 3% | 3%
O=C(/C=C/c1ccco1)Nc1ccccc1N1CCCC1 | -2% | -1% | 14 | -14% | -71% | 14% | ? | 11% | -9% | -1% | 15%

Individual results from above:
In Tb PFK inh, CCC(c1nnnn1CCOC)N1CCN(C(=O)c2ccco2)CC1 (centres undefined) is listed with 2%
In Rab9 promoter act, CN(CCc1ccccc1)C(=O)c1cc(COc2cccc(C(F)(F)F)c2)on1 is listed with 0%

New compounds follow
SMILES | p53 reactivation | ELG1 genotox | TRPV1 ag | VP16 counter | BRCA1 expr up | Rab9 promoter act | RORg inh | NPC1 prom act | FLuc counter | Tb PFK inh | ELG1 DNA repair
O=[N+]([O-])c1ccc(Oc2ccc(/C=N/O)cc2)nc1 | 1% | 1% | 0 | -11% | 0% | 2% | -8% | 0% | 1% | 0% | 36%
Cc1ccc(CNC(=O)c2ccc3c(=O)[nH]c4c(C(=O)NCC5CCCO5)sc(=S)n4c3c2)cc1 (centres undefined) | -4% | -10% | 5 | 2% | -24% | 1% | -1% | -2% | 19µM* | 0% | 8%
O=C(Nc1ccccc1C(=O)N1CCOCC1)C1CCC(=O)N1C1CCCC1 (centres undefined) | 8% | -1% | 3 | -15% | 8% | -1% | -33% | 1% | -8% | 8% | 5%
CC1CC2(C)CC(C)C1(COC(=O)Nc1ccccc1)CO2 (centres undefined) | -2% | -2% | 5 | 20% | 12% | -5% | 27% | -3% | ? | 1% | 6%
N/N=C(\Cc1cscn1)c1ccc(O)cc1O | -7% | 1% | 0 | -9% | 0% | -8% | 11% | -9% | 1% | -5% | 23µM*
CCCCN1C2CCCC1CC(NC(=O)c1ccccc1Cl)C2 (centres undefined) | ? | 1% | 0 | -4% | -19% | -2% | -4% | 1% | 0% | -2% | 5%
Cc1cc(-c2ccc(Cl)s2)n[nH]1 | 22% | 16% | -1 | 4% | ? | 5% | 6% | 7% | ? | 0% | ?
O=C(COC(=O)CCc1ccccc1)Nc1cc([N+](=O)[O-])ccc1F | -3% | 0% | 13 | -4% | 9% | -6% | 1% | -7% | 1% | -3% | 11%
COc1ccccc1NC(=S)NNC(=O)c1nn(C)c(C)c1Cl | 18% | 2% | -1 | 17% | 30% | 6% | 19% | 0% | ? | 6% | -7%
O=C(NNS(=O)(=O)c1ccc(F)cc1)c1sccc1-n1cccc1 | -2% | 0% | 0 | -15% | 16% | 2% | -11% | -7% | 0% | 1% | -29%
CCn1c2ccccc2c2cc(NC(=O)CN3CCCC3)ccc21 | -8% | -3% | 3 | 4% | -28% | -1% | -11% | 0% | -13% | 2% | 13%
Cc1cccc(C)c1NC(=O)CN1C(=O)C(C)Oc2ccccc21 (centres undefined) | / | -4% | 3 | 0% | -19% | -3% | -43% | -2% | 1% | -3% | -12%
COC(=O)c1ccccc1NC(=O)CCCn1nc(C)c2c(C)n(-c3ccccc3)nc2c1=O | -1% | -3% | -11 | -26% | 9% | -4% | 14% | -8% | -2%&2% | 1% | 12%
O=C(NCc1ccco1)c1c(F)cccc1Cl | 9% | 3% | -3 | -5% | -1% | -6% | -16% | -1% | 5% | -1% | -4%
CC1(C)OC(=O)C(=CNc2ccccc2F)C(=O)O1 | 10% | -2% | -3 | 13% | 18% | 3% | 28% | -3% | -17% | -1% | -10%
CC1(C)CC(=O)N(CC(=O)NCc2ccc(F)cc2)c2ccccc2S1(=O)=O | -1% | 0% | -1 | -3% | 5% | -7% | 17% | -3% | 2% | 2% | -4%
CC(=O)NCC(=O)OCc1ccc([N+](=O)[O-])cc1 | 25% | 2% | -1 | -8% | -8% | -9% | 5% | -6% | -6% | -9% | 6%
CCN(CC)S(=O)(=O)c1ccc(N2CCOCC2)c(NC(=O)c2c3c(nc4ccccc24)CCC3)c1 | -8% | -3% | 6 | -4% | -46% | -4% | -5% | -8% | 12% | -19% | 13µM*
O=C(NCc1cccnc1)c1cccc(C(F)(F)F)c1 | -1% | 0% | 1 | 3% | 4% | -4% | 32% | -2% | 8% | -4% | -1%
Cc1ccccc1NC(=O)CCS(=O)(=O)c1ccc(Br)cc1 | -1% | 0% | -2 | -6% | 3% | -3% | 2% | 7% | 1% | -27% | -1%
COc1cc(OC)cc(C(=O)NCCNC(=O)c2ccccc2)c1 | -2% | -1% | -1 | 4% | -3% | -5% | 17% | 0% | 1%[2.3 µM] | 1% | -6%
Clc1ccc(N=NN2CCOCC2)cc1 | 4% | ? | -3 | 6% | 16% | 21% | ? | 18% | 17µM* | 0% | ?
Clc1ccc(CCNc2ncnc3c2nnn3Cc2ccccc2)cc1 | / | 9% | 0 | ? | 0% | -5% | -25% | 1% | 4% | -1% | 8%
O=S(Cc1ccc(Br)cc1)Cc1nnc(SCc2ccc(Cl)cc2)n1-c1ccccc1 (centres undefined) | 13% | -6% | 1 | -11% | -66% | -12% | ? | -5% | -3% | -1% | ?
O=C(c1cnccn1)N1CCN(C/C=C/c2ccccc2)CC1 | ? | 1% | -1 | 2% | -13% | 8% | 2% | 4% | -1% | -2% | 5%
CCOC(=O)c1c(NC(=O)C(=O)N/N=C/c2ccc(OCC)cc2)sc2c1CCCCC2 | -1% | 0% | 0 | -13% | -11% | -5% | -21% | -1% | 0% | 1% | -2%
Cc1cccc(C)c1NC(=O)c1ccc2c(c1)CCN2S(C)(=O)=O | -3% | -4% | 1 | 5% | 34% | -15% | 6% | 0% | 5% | 1% | -15%
N#Cc1ccc(N2CCCC2C(=O)O)c([N+](=O)[O-])c1 (centres undefined) | -4% | 2% | 1 | -2% | -2% | 10% | 0% | -1% | 1% | 2% | 8%
CCOC(=O)CNC(=O)CSc1nc2sc(C)c(C)c2c(=O)n1C | 1% | 2% | 1 | ? | -4% | -10% | ? | 3% | 6% | 2% | 0%
COc1ccc(N2CC(C(=O)Nc3ccc([N+](=O)[O-])cc3Br)CC2=O)cc1 (centres undefined) | -4% | -9% | 6 | -10% | -4% | -1% | 15% | -2% | 1% | -4% | -6%
